Screening results as filed in PubChem.
IL1B NFkB pot – enhancers of NFkB p65 translocation in HUVEC – imaging, IL-1B stimulus, high-content imaging, primary screen. HUVEC IL-1B NFkB p65 nuclear translocation imaging. activation, % at 2 µM. 94,000 compounds, 0.3% hits. AID 819, 2007;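 active = activation above 40%, about the mean plus 3 SD, also judged a hit on visual image review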;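 note: percent activation is computed from the nuclear over cytoplasmic p65 intensity ratio; values of inactives mirror those of a sister screen read the other way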
PLAP inhibitors HTS – PLAP enzyme inhibitors, biochemical, luminescence, HTS (AID 690). Alkaline phosphatase, placental type (Homo sapiens). purified PLAP, luminescent substrate; higher % means a stronger effect. inhibition, % at 20 µM; hits with a dose series show IC50 in µM. 96,000 compounds, 0.08% hits; in the data active = a potency from the dose series; inactive = the rest, 99 in 100 with inhibition below about 30%; note: strong numbers were not always called active
IL1B NFkB inh – inhibitors of IL-1B driven NFkB p65 nuclear import, primary screen, imaging, HUVEC, IL-1B stimulus, high-content imaging; HUVEC IL-1B NFkB p65 nuclear translocation imaging; inhibition, % at 2 µM; 94,000 compounds, 0.43% hits; AID 796, 2007;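 active = inhibition above about 30% together with a positive call from visual inspection of the well image, limit read from the data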;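 note: nuclear over cytoplasmic p65 intensity ratio measured by imaging; 0% = IL-1B stimulated DMSO wells and 100% = unstimulated DMSO wells; values of inactives mirror those of a sister screen read the other way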
MRP reversal – reversal of MRP1-mediated doxorubicin resistance, primary screen, H69AR cells, doxorubicin co-treatment; H69AR cells + 2 uM doxorubicin, CellTiter-Glo, 72 h; differential viability (reversal), % at 10 µM; 85,000 compounds, 0.04% hits;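 active = viability drop by adding the cancer drug above about 55%, with treated viability meeting a 40% cutoff, limit read from the data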;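 note: viability without doxorubicin minus viability with 2 µM doxorubicin for each compound; larger differential means the compound sensitizes cells more to doxorubicin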
Bcl-B displacement – displacers of TR3 peptide from Bcl-B, primary screen, selectivity assay for Bfl-1 inhibitor project, biochemical, fluorescence polarization; displacement, % at 20 µM; hits with a dose series show IC50 in µM; FP displacement of FITC-TR3 peptide from Bcl-B; higher % means a stronger effect; 96,000 compounds, 0.11% hits; Bcl-2-like protein 10 (Homo sapiens);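 active = displacement above 50% at 20 µM plus a fluorescence interference ratio under 1.5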;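 note: plate controls were wells without compound for no effect and wells lacking Bcl-B protein for full effect; a part of the inactive calls stands beside numbers as strong as those of hits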
MRP reversal cytotoxicity – further read-out of MRP reversal, marked with its call; viability, %; H69AR cells, CellTiter-Glo, 72 h; measured here: cytotoxicity without doxorubicin
MRP reversal with doxorubicin – also measured in MRP reversal; calls as there; viability, %; measured here: viability with 2 uM doxorubicin; active compounds read low
IL1B NFkB inh cell count 2 µM – second read-out of IL1B NFkB inh, no call of its own (marks repeat the call); cell count; measured here: cells passing quality filter;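 raw number of nuclei counted in each imaged well without normalization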
IL1B NFkB pot cell count 2 µM – second read-out of IL1B NFkB pot, no call of its own (marks repeat the call); cell count; measured here: cells passing quality filter
Active calls of the source: *; x = no result given. These rows are one share of the data; the hit share may differ from the screen's.

Sample of the layout, 5 compounds:
compound,Bcl-B displacement,IL1B NFkB pot,MRP reversal with doxorubicin,IL1B NFkB inh,IL1B NFkB pot cell count 2 µM,MRP reversal cytotoxicity,MRP reversal,PLAP inhibitors HTS,IL1B NFkB inh cell count 2 µM
CCN(CC)CCNC(=O)C12CC3CC(CC(C3)C1)C2,6.3%,-13.2,99.3,13.2,201,95.7,-3.7,24.5%,201
COc1ccc([C@@H]2[C@H]3C(=O)N(c4cccc(C(F)(F)F)c4)C(=O)[C@H]3ON2C)cc1,1.8%,-0.6,x,0.6,190,x,x,-27.6%,190
CCN(CC(=O)Nc1ccc2c(c1)OCO2)Cc1nc2ccccc2c(=O)[nH]1,-4.4%,x,82.5,x,x,81.8,-0.7,-233.7%,x
COc1ccc(Sc2cc(C(F)(F)F)nc(-c3ccccn3)n2)cc1,-3.0%,-2.1,x,2.1,141,x,x,-28.1%,141
N#C/C(=C\c1ccc(Cl)cc1)c1nc2ncccc2[nH]1,11.3%,x,x,x,x,x,x,-24.8%,x

The list itself, previewed entries included:
compound,Bcl-B displacement,IL1B NFkB pot,MRP reversal with doxorubicin,IL1B NFkB inh,IL1B NFkB pot cell count 2 µM,MRP reversal cytotoxicity,MRP reversal,PLAP inhibitors HTS,IL1B NFkB inh cell count 2 µM
CCN(CC)CCNC(=O)C12CC3CC(CC(C3)C1)C2,6.3%,-13.2,99.3,13.2,201,95.7,-3.7,24.5%,201
COc1ccc([C@@H]2[C@H]3C(=O)N(c4cccc(C(F)(F)F)c4)C(=O)[C@H]3ON2C)cc1,1.8%,-0.6,x,0.6,190,x,x,-27.6%,190
CCN(CC(=O)Nc1ccc2c(c1)OCO2)Cc1nc2ccccc2c(=O)[nH]1,-4.4%,x,82.5,x,x,81.8,-0.7,-233.7%,x
COc1ccc(Sc2cc(C(F)(F)F)nc(-c3ccccn3)n2)cc1,-3.0%,-2.1,x,2.1,141,x,x,-28.1%,141
N#C/C(=C\c1ccc(Cl)cc1)c1nc2ncccc2[nH]1,11.3%,x,x,x,x,x,x,-24.8%,x
COC(=O)C1C2C=CC3(CN(C(C)c4ccc(OC)cc4)C(=O)C13)O2 (configuration not stated),10.1%,x,91.3,x,x,97.7,6.3,-43.9%,x
COc1ccc(N(CC(=O)N2CCc3ccccc3C2)S(=O)(=O)c2c(C)nn(C)c2C)cc1,1.3%,19.3,77.5,-19.3,197,76.9,-0.6,-58.7%,197
CC1(c2ccc(OC(F)F)cc2)NC(=O)N(CC(=O)NC2CCCCC2)C1=O (configuration not stated),-8.2%,x,76.0,x,x,95.8,19.9,-0.9%,x
N#CCCN(CC(=O)O)S(=O)(=O)c1ccccc1,-1.1%,x,97.6,x,x,87.9,-9.7,4.8%,x
Cc1ccc2oc(=O)c3cnn(CC(=O)NC4CCC(C)CC4)c3c2c1 (configuration not stated),-57.6%,2.8,102.8,-2.8,159,101.7,-1.1,-28.6%,159
CCN(CC)CCNC(=O)CCc1n[nH]c(=O)c2ccccc12,-1.9%,9.6,95.8,-9.7,112,92.1,-3.8,19.4%,112
CCSc1nnc(NC(=O)COc2ccccc2)s1,-4.0%,6.1,94.7,-6.1,204,88.7,-6.1,-9.7%,204
CCc1ccccc1NC1=NCC(=O)N1Cc1ccc(OC)cc1,-1.5%,4.8,78.7,-4.8,103,86.5,7.8,16.0%,103
COc1cc(OC)c(CN2CCCCCCC2)cc1Br,12.1%,x,82.8,x,x,75.4,-7.3,43.0%,x
CCCC(c1nnnn1Cc1ccco1)N1CCN(c2cc(Cl)ccc2C)CC1 (configuration not stated),-6.8%,-2.1,84.1,2.1,218,92.8,8.7,-7.7%,218

Exported with each value named: 2 of the compounds above.
CCN(CC(=O)Nc1ccc2c(c1)OCO2)Cc1nc2ccccc2c(=O)[nH]1
  Bcl-B displacement: -4.4%; IL1B NFkB pot: x; MRP reversal with doxorubicin: 82.5; IL1B NFkB inh: x; IL1B NFkB pot cell count 2 µM: x; MRP reversal cytotoxicity: 81.8; MRP reversal: -0.7; PLAP inhibitors HTS: -233.7%; IL1B NFkB inh cell count 2 µM: x

COc1ccc(Sc2cc(C(F)(F)F)nc(-c3ccccn3)n2)cc1
  Bcl-B displacement: -3.0%; IL1B NFkB pot: -2.1; MRP reversal with doxorubicin: x; IL1B NFkB inh: 2.1; IL1B NFkB pot cell count 2 µM: 141; MRP reversal cytotoxicity: x; MRP reversal: x; PLAP inhibitors HTS: -28.1%; IL1B NFkB inh cell count 2 µM: 141

(cont.)
compound,Bcl-B displacement,IL1B NFkB pot,MRP reversal with doxorubicin,IL1B NFkB inh,IL1B NFkB pot cell count 2 µM,MRP reversal cytotoxicity,MRP reversal,PLAP inhibitors HTS,IL1B NFkB inh cell count 2 µM
c1ccc(Cn2nnc3c(NCc4ccc5c(c4)OCO5)nc(C4CC4)nc32)cc1,-5.9%,15.7,62.9,-15.7,190,63.5,0.6,-5.7%,190
O=C(CCCn1c(=S)[nH]c2ccc(Br)cc2c1=O)NCC1CCCO1 (configuration not stated),-8.4%,14.1,x,-14.1,124,x,x,27.4%,124
C=CCNCc1cccn1-c1ccccc1,1.7%,0.6,98.1,-0.6,117,96.5,-1.6,-8.2%,117
COc1ccc(-n2c(Cc3cccn3C)nnc2SCC(=O)Nc2nccs2)cc1,0.2%,x,119.0,x,x,93.7,-25.2,-43.2%,x
Cc1cc(=O)[nH]c(SCC(=O)N2c3ccccc3CC2C)n1 (configuration not stated),8.0%,13.2,76.0,-13.2,136,88.3,12.3,-1.0%,136
CC(C)OP(=O)(c1ccc(N(C)C)cc1)C(O)c1ccncc1 (configuration not stated),-10.6%,2.0,90.4,-2.0,178,91.0,0.7,-9.6%,178
N#CC(C(=O)NCc1ccccc1)c1nc2ccccc2nc1N1CCCC1 (configuration not stated),-19.1%,-2.4,x,2.4,76,x,x,5.2%,76
COc1cc(SC)ccc1C(=O)NCCOc1ccccc1Cl,-1.7%,12.9,x,-12.9,107,x,x,11.6%,107
O=C(Nc1ccccc1)c1cc2ccccc2o1,x,7.5,82.4,-7.5,137,66.2,-16.3,x,137
COc1ccc(Cn2c(=O)[nH]c3cc(C(=O)NCCCN4CCCCC4)ccc3c2=O)cc1,5.9%,1.9,92.4,-1.9,104,102.5,10.0,-53.0%,104
Cc1ccc(NC(=O)CN2CCCN(S(=O)(=O)c3ccc(Br)s3)CC2)cc1,-2.8%,4.0,57.1,-4.0,162,31.4,-25.7,-69.1%,162
Cc1ccc(S(=O)(=O)Nc2ccc3oc(=O)sc3c2)c(C)c1,27.4%,3.7,x,-3.7,136,x,x,-7.9%,136
c1ccc2c(-n3cnnn3)cccc2c1,7.7%,11.6,97.6,-11.6,168,83.5,-14.1,1.2%,168
C=CCNC(=O)c1cccn1-c1ccsc1C(=O)OC,0.1%,7.1,x,-7.1,180,x,x,15.6%,180
COc1ccc(Nc2nc3ccccc3n3cnnc23)cc1,1.2%,-5.5,74.3,5.5,132,80.4,6.1,18.7%,132
CCSC1=C(C#N)C(c2ccc(F)cc2)CC(=O)N1 (configuration not stated),2.5%,38.1,93.7,-38.1,190,89.8,-3.9,9.8%,190
Cc1nc(C(F)(F)F)nc(Nc2ccc(Br)cc2)c1C#N,0.0%,6.7,x,-6.7,124,x,x,-1.9%,124
Cc1cc(C)c(C#N)c(N2CCN(Cc3ccccc3)CC2)n1,8.1%,-12.1,74.6,12.1,150,84.1,9.5,-45.6%,150
Cc1cc(OCC(=O)Nc2ccc(OCc3ccccc3)cc2)nc(C(C)C)n1,3.9%,6.2,x,-6.2,155,x,x,5.5%,155
CCOC(=O)C1(C)/C(=N/Nc2cccc(Cl)c2)C(=O)C(=O)N1c1ccccc1 (configuration not stated),3.2%,-6.3,75.0,6.3,64,66.5,-8.5,-4.4%,64
Cc1ccc(C(=O)N2CCN(C(=O)CN3CCCC3)C2)cc1,4.6%,-17.4,87.7,17.4,114,100.1,12.4,-58.1%,114
CN1CCN(Cc2oc(CO)cc(=O)c2O)CC1,-4.7%,-6.4,x,6.4,165,x,x,-25.7%,165
Cc1ccc(C)c(N2CCN(CCCNC(=O)Cn3cc4c(n3)CCC(C)C4)CC2)c1 (configuration not stated),-6.1%,3.2,53.9,-3.2,60,45.5,-8.4,-25.3%,60
O=c1[nH]nc2c3ccccc3cnn12,3.5%,x,81.3,x,x,98.3,17.0,7.2%,x
CCCCN(C)CCCNC(=O)CCn1nc(-c2ccccc2)ccc1=O,-10.8%,34.1,101.8,-34.1,98,96.6,-5.2,-25.0%,98
COC(=O)c1cc(NS(=O)(=O)c2ccc(NC(C)=O)cc2)cc(C(=O)OC)c1,10.6%,13.4,81.2,-13.4,166,85.5,4.2,3.7%,166
O=C(Cn1cnc2c(oc3ccccc32)c1=O)NCc1ccccc1,-3.8%,10.1,89.0,-10.1,193,79.2,-9.8,2.1%,193
O=C(O)CCc1nn2c3ccccc3n(CC(=O)c3ccccc3)c2nc1=O,3.7%,3.5,105.4,-3.5,161,88.1,-17.3,-16.3%,161
CN(C)S(=O)(=O)Oc1ccsc1C(=O)Nc1cccc(Cl)c1,-0.5%,-3.8,x,3.8,121,x,x,22.1%,121
Cc1ccc(C(=O)N/C(=C\c2ccc(Br)cc2)c2nc(=S)[nH][nH]2)cc1,-3.6%,-1.5,x,1.5,192,x,x,-24.6%,192
O=C1/C(=C\c2ccc(-c3ccccc3Cl)o2)SC(=S)N1CC1CCCO1 (configuration not stated),-98.6%,1.9,x,-1.9,151,x,x,-18.0%,151
CCn1c(NCc2ccco2)nc2c1c(=O)n(C)c(=O)n2C,x,18.6,82.4,-18.6,148,93.9,11.5,x,148
COc1ccc2[nH]c(=O)c(NC(N)=S)nc2c1,15.3%,-6.5,x,6.5,17,x,x,11.8%,17
COn1c(C)c(C(C)=O)c2c3no[n+]([O-])c3ccc21,0.0%,-4.5,x,4.5,147,x,x,33.2%,147
CC1CC(C)CN(C(=O)CSc2nc(Cc3cccs3)nc3ccccc23)C1 (configuration not stated),-0.1%,x,x,x,x,x,x,-47.5%,x
C=CCOc1ccc(/C(O)=C2\C(=O)C(=O)N(CCCOC)C2c2ccncc2)cc1 (configuration not stated),4.3%,x,104.4,x,x,98.0,-6.4,-36.1%,x
COCCCN1C(=O)c2ccccc2C1C(=O)NC1CCCCCC1 (configuration not stated),5.3%,-8.5,82.6,8.5,93,101.4,18.8,1.5%,93
CC(=O)c1c(C(C)=O)c(C)n(-c2ccc(O)cc2)c1C,-6.9%,1.1,83.5,-1.1,206,100.6,17.0,-4.3%,206
Cc1ccc(C(=O)OC2=CC(=O)CC(C)(C)C2)cc1,1.8%,-6.1,x,6.1,136,x,x,-25.6%,136
COc1ccc(Oc2nccc(-c3ccc(Cl)cc3)n2)cc1,4.0%,-7.2,x,7.2,165,x,x,0.6%,165

Molecules shown so far with a COOH group:
compound,Bcl-B displacement,IL1B NFkB pot,MRP reversal with doxorubicin,IL1B NFkB inh,IL1B NFkB pot cell count 2 µM,MRP reversal cytotoxicity,MRP reversal,PLAP inhibitors HTS,IL1B NFkB inh cell count 2 µM
N#CCCN(CC(=O)O)S(=O)(=O)c1ccccc1,-1.1%,x,97.6,x,x,87.9,-9.7,4.8%,x
O=C(O)CCc1nn2c3ccccc3n(CC(=O)c3ccccc3)c2nc1=O,3.7%,3.5,105.4,-3.5,161,88.1,-17.3,-16.3%,161
